Screening data deposited in PubChem BioAssay by National Center for Advancing Translational Sciences (NCATS).
Mm-Cpn inhibitor: M. maripaludis TRiC chaperonin inhibition | purified Mm-Cpn ATPase, ADP Transcreener TR-FRET | Potency, µM (top dose mostly 76.9 µM), for the others: at the highest dose activity, negative = inhibition, hits mostly inhibitors | actives 0.031% (n = 330,000) | AID 504842; also: potency is read from the fitted curve at half-maximal effect; % is scaled to controls: 0 for no effect and ±100 for the full control effect; nearly all actives have a fitted effect of over 80% in size
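Purified archaeal Mm-CPN (25nM final) preincubated 10 min at 37degC with compound, then 10uM ATP for 30 min at 37degC; ADP measured by HTRF Transcreener TR-FRET; buffer 30 mM TRIS pH 7.4, 100mM KCl, 5mM MgCl2, 1mM DTT.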
WRN inhibitor: WRN helicase (human) inhibition; Q14191; WRN helicase unwinding, fluorescent forked duplex, kinetic; Potency, µM (top dose mostly 114 µM), without a hit: top-dose activity change, negative = inhibition, hits mostly inhibitors; actives 0.46% (n = 360,000); also: potency is read from the fitted curve at half-maximal effect; % is scaled to controls: 0 for no effect and ±100 for the full control effect; nearly all actives have a fitted effect of over 55% in size
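Enzyme (20 nM final) and test compound sit together 15 min at room temperature before substrate addition. Substrate is a single-forked duplex oligonucleotide (100 nM) labelled with fluorophore and quencher, with 2 mM ATP; helicase unwinding raises red fluorescence, read kinetically.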
EPAC2 antagonist: blocks human EPAC2 exchange factor | Q8WZA2 | EPAC2 GEF exchange of Rap1B-BODIPY-GDP, fluorescence | Potency, µM (titrated, usually from 114 µM), without a hit: at the top dose activity, negative = inhibition, hits mostly inhibitors | actives 0.18% (n = 360,000) | AID 720708; also: potency is read from the fitted curve at half-maximal effect; % is scaled to controls: 0 for no effect and ±100 for the full control effect; nearly all actives have a fitted effect of over 45% in size; many of its hits are not listed in these tables
EPAC1 agonist: agonists of human EPAC1. O95398. EPAC1 agonist qHTS, biochemical assay; response scale: 100% = response to 6.5 mM cAMP. Potency, µM (titrated, usually from 154 µM), for inactives: at the highest dose activation, actives largely listed as activators. actives 0.073% (n = 360,000); also: potency is read from the fitted curve at half-maximal effect; nearly all actives have a fitted effect of over 60% in size
Target sequence (O95398 whole entry, looked up): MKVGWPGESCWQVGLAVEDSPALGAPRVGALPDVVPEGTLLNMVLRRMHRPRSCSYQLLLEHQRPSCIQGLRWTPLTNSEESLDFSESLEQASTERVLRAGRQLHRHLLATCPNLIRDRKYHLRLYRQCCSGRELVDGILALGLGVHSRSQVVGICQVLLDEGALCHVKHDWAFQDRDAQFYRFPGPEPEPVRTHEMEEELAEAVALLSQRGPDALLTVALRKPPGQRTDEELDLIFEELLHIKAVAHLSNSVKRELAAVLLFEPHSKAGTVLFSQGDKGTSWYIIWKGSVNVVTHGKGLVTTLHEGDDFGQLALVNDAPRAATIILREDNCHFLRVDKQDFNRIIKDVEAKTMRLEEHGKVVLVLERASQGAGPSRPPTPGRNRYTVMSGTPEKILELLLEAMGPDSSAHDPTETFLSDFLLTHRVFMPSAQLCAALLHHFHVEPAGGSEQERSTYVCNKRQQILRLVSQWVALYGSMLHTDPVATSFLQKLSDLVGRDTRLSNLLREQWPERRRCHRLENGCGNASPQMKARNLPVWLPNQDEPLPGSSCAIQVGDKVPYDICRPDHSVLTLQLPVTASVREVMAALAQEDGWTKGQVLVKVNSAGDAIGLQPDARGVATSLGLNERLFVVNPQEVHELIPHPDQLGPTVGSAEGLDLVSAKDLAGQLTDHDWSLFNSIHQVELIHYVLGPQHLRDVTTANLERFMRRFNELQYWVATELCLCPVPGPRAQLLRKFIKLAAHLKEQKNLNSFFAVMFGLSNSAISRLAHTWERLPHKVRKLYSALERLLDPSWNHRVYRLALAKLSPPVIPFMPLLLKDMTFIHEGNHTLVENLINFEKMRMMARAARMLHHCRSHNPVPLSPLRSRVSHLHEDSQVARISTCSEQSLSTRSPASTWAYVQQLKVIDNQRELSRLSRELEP
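EPAC1 100 nM, Rap1B–BODIPY-GDP 250 nM, unlabeled GDP 50 uM; compound titration; 5 min RT; kinetic read ex480/em540 at 5-min intervals ×30 min; data normalized to 6.5 mM cAMP agonist control.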
EPAC1 antag: antagonists of human EPAC1; EPAC1 GEF assay, Rap1b-BODIPY-GDP exchange fluorescence; Potency, µM (doses to about 115 µM), for the others: top-dose activity change, negative = inhibition, most hits filed as inhibitors; actives 0.14% (n = 360,000);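 also: potency is read from the fitted curve at half-maximal effect; plate controls were vehicle for no effect and positive control for full effect; nearly all actives have a fitted effect of over 50% in size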
PLK1 PBD inh: PLK1 (human) polo-box domain binding inhibition; P53350; actives 2.8% (n = 360,000); Potency, µM, inactives show max response, negative = inhibition, most hits filed as inhibitors; Plk1 PBD binding of FITC phosphopeptide, fluorescence polarization; also: potency is read from the fitted curve at half-maximal effect; series mostly up to about 57 µM; % is scaled to controls: 0 for no effect and ±100 for the full control effect; nearly all actives have a fitted effect of over 65% in size
CCT chaperon mod: modulators of cytosolic chaperonin (CCT/TRiC) activity. purified chaperonin ATPase assay, HTRF ADP detection, 30 min. activity change, % (concentration not given with the values), hits read low. actives 0.3% (n = 360,000). AID 651819; in the data active = activity change below about -30%; also: % is scaled to controls: 0 for no effect and ±100 for the full control effect
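TRiC (40 or 20 nM final, by batch activity) in 30 mM Tris pH 7.4, 100 mM KCl, 5 mM MgCl2, 1 mM DTT was treated with compound at 76 uM single dose, then 10 uM ATP, 30 min at 37 °C. ADP was read by HTRF Transcreener.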
PI5P4Ka inh: blocks human PI5P4K alpha kinase activity | P48426 | PI5P4Kalpha enzyme, ADP-Glo luminescence, 60 min; active compounds read low | max response, % | actives 1.2% (n = 330,000) | AID 652105; active = max response of -50% or lower; inconclusive = between -30% and -50%; inactive = -30% or higher; also: value at the top dose of about 77 µM; % is scaled to controls: 0 for no effect and ±100 for the full control effect
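Compounds were pin-transferred onto PI5P4Kalpha and substrate in HEPES pH 7.4 buffer with EGTA, CHAPS and 5% DMSO. ATP (5 microM final) started the reaction, which ran 60 minutes at room temperature before ADP-Glo detection.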
* hit, by the source's call; ? = inconclusive; / = not tested or not shown; [ ] = another dose, or the depositor's remark. Unless noted, calls follow the shape of the dose curve; as a rule, active = well fitted curve in the direction sought with a large enough effect; inconclusive = small, poorly fitted or top-dose-only effect, or another doubt; inactive = no such curve, though single readings can be large; an effect the other way counts as inactive or inconclusive. These rows are one share of the data; the hit share may differ from the screen's.

| Structure | Mm-Cpn inhibitor | WRN inhibitor | EPAC2 antagonist | EPAC1 agonist | EPAC1 antag | PLK1 PBD inh | CCT chaperon mod | PI5P4Ka inh |
| --- | --- | --- | --- | --- | --- | --- | --- | --- |
| COc1ccc2c(CC(=O)OCC(=O)c3ccc(F)cc3)coc2c1 | 1% | 1% | 2% | -2% | -2% | -16% | -0.7 | -3 |
| COC(=O)c1cc2ccsc2n1CC(=O)N1CCCc2ccccc21 | -19% | -7% | -5% | 25% | -23% | -12% | -0.4 | / |
| CCOc1ccccc1-c1ccc(C(=O)NCc2ccccc2)o1 | -1% | -11% | -2% | 9% | -12% | -5% | -1.5 | -2 |
| COc1ccc(OCC(O)CNS(=O)(=O)c2cccs2)cc1 (stereo not given) | 1% | 0% | -5% | 0% | 2% | 0% | -1.4 | 0 |
| CC(=NCCCN(C)C)C1=C(O)c2ccccc2C1=O | -3% | -8% | -3% | 1% | -12% | -1% | 0.7 | 2 |
| CC(C)CN(CCCNC(=O)CN1C(=O)COc2ccc(S(=O)(=O)N3CCOCC3)cc21)CC(C)C | -3% | 2% | -1% | 2% | 17% | -2% | -1.1 | 3 |
| O=C(CS(=O)(=O)c1ccccc1)NCc1ccco1 | 3% | -8% | 1% | -7% | -12% | -22% | 4.3 | 5 |
| Cc1ccc(C(=O)C[n+]2cc(-c3ccc(C)cc3)n3c2CCCCC3)cc1 | -1% | -2% | -1% | 4% | -9% | -4% | 0.1 | 14 |
| CS(=O)(=O)Nc1ccc(C2=NN(S(C)(=O)=O)C(c3ccccc3)C2)cc1 (stereo not given) | 0% | -24%[57.1 µM] | 9% | 3% | 9% | 4% | -1.2 | -5 |
| O=C(O)CSc1nnc(COc2ccc(Br)cc2)n1-c1ccccc1 | 3% | -4%[57.1 µM] | -5% | -1% | -11% | 6% | 1.3 | -5 |
| Cc1ccc(S(=O)(=O)N2[C@@H](c3ccc(F)cc3)C(C(=O)O)=CC[C@H]2c2ccc(Cl)cc2)cc1 | -1% | 3% | -15% | 0% | -19% | ? | -1.9 | -12 |
| CN(Cc1ccccc1)C(=O)c1ccc(NC(=O)Cc2ccc(NC(=O)C3CCCN(C(=O)C4CC4)C3)cc2)cc1 (stereo not given) | / | -1% | 4% | -4% | 11% | -2% | 0.1 | 1 |
| CC(=O)Nc1ccc(CNc2nc3cc(-c4ccc(F)cc4)sc3c(=O)n2C)cc1 | / | -5% | 6% | -5% | -15% | -9% | -0.5 | 3 |
| NC(=O)c1ccc(NC(=O)COC(=O)c2ccc(Br)c(S(=O)(=O)N3CCOCC3)c2)cc1 | / | ? | -9% | 11% | ? | -12% | -7.3 | 2 |
| Cc1ccc(CNC(=O)C2CCC(=O)N(CC3CCCCC3)C2)o1 (stereo not given) | 1% | -31% | 10% | 4% | -8% | -14% | -3.5 | 6 |
| Cc1ccc(NC(=O)COC(=O)C2CC(=O)N(Cc3ccccc3)C2)cc1S(=O)(=O)N(C)C (stereo not given) | 2% | 3% | 4% | 2% | -13% | -7% | -2.1 | 5 |
| COc1ccc(N/N=C(/C#N)S(=O)(=O)C(C)(C)C)cc1 | -3% | 1% | 13% | -13% | -5% | -9% | 0.1 | 2 |
| CC(C)CNC(=O)C1(N2C(=O)c3ccccc3C2=O)CCCC1 | / | -13% | 5% | -1% | -15% | 0% | 0.0 | -3 |
| O=C(c1cccc2ccccc12)N1CCN(c2ccccc2F)CC1 | 1% | 6% | 8% | 1% | 10% | -1% | -0.3 | / |
| CC(=O)c1cc(C#N)c(N2CCOCC2)nc1C | 1% | 3% | -5% | 12% | 27% | -10% | 0.4 | -3 |
| CCN(C(=O)COC(=O)c1n[nH]c2ccccc12)c1ccccc1 | 2% | 7% | 1% | -5% | -11% | -9% | 0.5 | -14 |
| CN1CCN(CCCNc2c(C=O)c(=O)[nH]c3ccccc23)CC1 | 0% | -36% | 6% | 1% | 5% | -19% | -1.9 | 5 |
| CC(=O)NC(CC(C)C)C(=O)NC(Cc1ccccc1)C(N)=O (stereo not given) | 1% | 6% | 10% | -10% | -3% | -1% | -0.6 | / |
| Cc1cccc(N2C(=O)CN(Cc3ccccc3)C2=S)c1 | -9% | -5% | -12% | 10% | -6% | 2% | 1.0 | 8 |
| O=S(=O)(CCc1nc2ccccc2s1)c1ccc2ccccc2c1 | -4% | 0% | -8% | 12% | -21% | ? | -2.5 | -18 |
| CCOc1cc(C2NN=C(c3ccccc3)S2)ccc1OCc1ccc(F)cc1 (stereo not given) | -4% | 1% | 14% | 3% | 0% | ? | -0.1 | -8 |
| CC[N+](CC)(CC=C(C)C)CC(=O)OC | 0% | -5% | 3% | 12% | -19% | -8% | 2.9 | 0 |
| O=C(NCc1cccnc1)c1cc(C2CCCN(C(=O)c3ccccn3)C2)on1 (stereo not given) | / | -3% | 3% | 2% | -9% | -14% | -2.4 | -5 |
| C=CCSc1ncc(CO)n1Cc1ccccc1 | -1% | 3% | 8% | -8% | -3% | 2% | 0.3 | -7 |
| COc1cc(-c2nc3ccc(N4CCN(C)CC4)cc3[nH]2)cc(OC)c1OC | -20% | -22% | -21% | -3% | -1% | -4% | -0.8 | ? |
| CCOc1cc(/C=N/NC(=O)c2cc(C)n(-c3ccc(F)cc3)c2C)ccc1O | 3% | -3% | -4% | -4% | 9% | -3% | -1.6 | -6 |
| O=S(=O)(c1ccccc1)c1nc(-c2ccco2)oc1NCc1cccnc1 | -9% | -18% | -2% | 5% | -23% | -18% | -2.9 | -3 |
| Cc1nn(C)c(C(=O)N2CCc3ccccc32)c1Cl | 1% | 12% | 15% | 5% | 24% | -4% | 1.2 | -8 |
| O=c1[nH]c2ccc(NC(=S)NCc3ccccc3)cc2[nH]1 | 0% | 6% | 8% | -4% | -11% | 0% | 1.2 | 3 |
| CCOC(=O)C1CCN(C(=O)CN2C(=O)c3ccccc3S2(=O)=O)CC1 | 0% | 0% | -4% | 10% | -2% | -3% | -1.8 | 6 |
| Cc1cc(C)c(C(=O)CSc2n[nH]c(-c3ccncc3)n2)c(C)c1 | -4% | -7% | -17% | -3% | -3% | -13% | -1.0 | 5 |
| Cn1c(SCC(=O)c2ccccc2)nnc1-c1cccnc1 | 0% | 4% | 9% | 0% | -19% | -3% | -5.2 | / |
| CCN1C(=O)[C@H]2[C@@H](c3ccc(-c4ccc5c(c4)OCO5)c(OC)c3)N[C@@](Cc3ccccc3)(C(=O)OC)[C@H]2C1=O | -16% | -7% | 23% | 2% | 0% | -29% | -1.5 | 9 |
| CC1Sc2ccc(S(=O)(=O)N3CCN(c4ccccc4)CC3)cc2NC1=O (stereo not given) | 2% | 0% | -3% | -12% | -11% | 0% | -1.2 | 0 |
| CCn1c(=O)cc(SCC(=O)NCCC2=CCCCC2)c2ccccc21 | -1% | -29% | -2% | 8% | -19% | 0% | -1.9 | -4 |
| CCc1ccccc1NC(=O)Nc1ccon1 | 1% | 7% | 15% | 0% | -9% | -11% | -1.5 | 6 |
| C[C@@H](NC(=O)c1[nH]cnc1C(=O)Nc1nccs1)c1ccccc1 | -2% | -12% | 0% | -5% | -15% | -3% | -1.6 | ? |
| COC(=O)c1ccc([C@H]2C=C(C(=O)O)O[C@@H](OCc3ccc(CO)cc3)C2)cc1 | -1% | 2% | 9% | -5% | -4% | -17% | -2.4 | -8 |
| CN(CCc1ccccc1)C(=O)c1ccc(NC(=O)Cc2ccc(NC(=O)C3CCCN(C(=O)C4CCC4)C3)cc2)cc1 (stereo not given) | / | -3% | -11% | -8% | 0% | 2% | -0.5 | -16 |
| CCOC(=O)N1C(=O)C[C@](Sc2ccc(C)cc2)(C(=O)OC)[C@H]1c1ccccc1 | / | -5% | ? | -6% | -13% | -4% | 1.6 | 5 |
| CCOc1cc(/C=N/O)ccc1OCc1ccc(C)cc1 | 1% | -26% | -22% | 0% | -7% | -14% | -1.0 | 2 |
| CC(C)Nc1nc(Oc2ccc(Cl)cc2)cc(C(F)(F)F)n1 | 0% | -4% | -18% | 5% | -9% | -3% | -1.1 | / |
| COc1ccc(C2=Nn3c(nnc3-c3ccccc3F)SC2)cc1OC1CCCC1 | 2% | / | -24% | 6% | -7% | / | / | / |
| CN1CCC(=NNC(=O)CSCc2ccccc2)CC1 | -2% | -4% | 1% | 12% | 0% | -6% | -1.5 | / |
| C#CCOCCOCCOCCNc1nc(N2CCN(C(=O)[C@H]([C@@H](C)CC)n3cc(CCCCN)nn3)CC2)nc(N2CCN(C(=O)[C@H]([C@@H](C)CC)n3cc(CCCN=C(N)N)nn3)CC2)n1 | -1% | 2% | 0% | -30%[inhibitor] | 5% | 4% | -2.8 | 4 |
| COc1cc(OC)cc(C(=O)NNC(=O)CCOc2ccccc2OC)c1 | -5% | -3%[11.6 µM] | 2% | 8% | 10% | -3% | -0.3 | 1 |
| CCC1CCc2c(n(C)c3ccccc3c2=O)O1 (stereo not given) | -1% | -25%[57.1 µM] | 7% | -10% | 15% | 9% | -1.2 | -1 |
| CC1(C)NC(C)(C)C(O)(C(N)=O)C1=O (stereo not given) | 0% | 9% | 1% | 0% | -15% | -3% | 0.7 | / |
| Cc1cccc(OCC(=O)O/N=C(\N)Cc2ccc(Cl)cc2)c1 | / | -5% | 0% | 4% | -15% | -2% | -3.5 | 0 |
| COc1ccc2occ(C(=O)c3cccs3)c2c1 | -2% | -7% | -2% | 24% | -5% | -3% | 0.3 | -22 |
| COc1cccc(C(O)c2nc(-c3cncnc3)cs2)c1 (stereo not given) | / | 5% | 1% | 0% | -11% | 6% | -1.3 | 1 |
| CN(c1ccccc1)S(=O)(=O)c1ccc(C(=O)N2CCN(c3ccccc3)CC2)cc1 | / | 3% | 27% | 2% | 13% | -9% | -1.9 | 1 |
| NC(=O)[C@@H]1CC2(CC(c3cccc(NC(=O)CC(c4ccccc4)c4ccccc4)c3)=NO2)CN1C(=O)c1ccc(Cl)cc1 (stereo not given in full) | -1% | -4% | -12% | 4% | -4% | -1% | 0.4 | -9 |
| Cn1c(C(=O)NN)cc2cc(Oc3ccccc3)ccc21 | -2% | -5% | 3% | -1% | -1% | 4% | -3.3 | 18 |
| Cc1ccc(C)c(OCC(=O)N/N=C/c2ccsc2)c1 | 1% | -1% | 0% | 4% | -2% | -3% | 1.5 | -1 |
| O=C(O)C1CCc2nc(NCc3ccccc3)nc(NCc3ccccc3)c2C1 (stereo not given) | / | 0% | -1% | 2% | -2% | 9% | 0.5 | 0 |
| Cc1cccc(OCC(=O)NC(C)C(=O)N/N=C/c2c(OCc3ccccc3)ccc3ccccc23)c1 (stereo not given) | 1% | -4% | -7% | 8% | 1% | 0% | 0.8 | / |
